GCN5L2 inh = blocks human GCN5L2 histone acetyltransferase; GCN5L2 HAT assay, ThioGlo1 CoA-SH fluorescence; Q92830; actives 0.21% (n = 390,000); AID 504327; Potency, µM (titrated, usually from 58.9 µM), inactives show at the highest dose activity change, negative = inhibition, most hits filed as inhibitors; active = well fitted inhibition curve with a large enough effect; inconclusive = small, poorly fitted or top-dose-only effect, or another doubt; inactive = no such curve, though single readings can be large or run the other way
Target sequence (Q92830 whole entry, looked up): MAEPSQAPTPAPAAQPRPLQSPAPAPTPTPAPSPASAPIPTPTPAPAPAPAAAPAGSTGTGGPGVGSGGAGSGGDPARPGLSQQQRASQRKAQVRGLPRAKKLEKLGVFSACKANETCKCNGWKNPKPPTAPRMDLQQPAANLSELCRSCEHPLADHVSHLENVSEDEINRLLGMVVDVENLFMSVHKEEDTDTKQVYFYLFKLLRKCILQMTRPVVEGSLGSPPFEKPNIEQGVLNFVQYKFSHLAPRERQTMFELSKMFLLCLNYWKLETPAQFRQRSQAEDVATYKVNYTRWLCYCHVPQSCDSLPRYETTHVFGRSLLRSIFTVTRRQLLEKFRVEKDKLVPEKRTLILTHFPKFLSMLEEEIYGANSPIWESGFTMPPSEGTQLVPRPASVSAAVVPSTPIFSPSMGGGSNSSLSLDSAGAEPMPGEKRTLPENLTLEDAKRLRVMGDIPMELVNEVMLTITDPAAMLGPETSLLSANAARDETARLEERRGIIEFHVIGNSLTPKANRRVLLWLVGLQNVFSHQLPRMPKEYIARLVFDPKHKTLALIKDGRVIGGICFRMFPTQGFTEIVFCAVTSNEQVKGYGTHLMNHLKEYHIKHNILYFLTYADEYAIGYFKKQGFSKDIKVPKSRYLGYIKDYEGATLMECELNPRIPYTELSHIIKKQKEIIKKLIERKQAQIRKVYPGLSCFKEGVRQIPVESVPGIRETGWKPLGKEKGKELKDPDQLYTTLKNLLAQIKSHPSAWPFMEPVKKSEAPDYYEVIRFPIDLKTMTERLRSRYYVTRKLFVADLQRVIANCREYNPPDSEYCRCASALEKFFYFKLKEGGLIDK
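Compounds, pin-transferred from DMSO stocks, meet 20nM GCN5L2 for 15 min before the reaction begins with H3(1-25) peptide (75uM) and acetyl-CoA (70uM). Thiol-reactive ThioGlo1 reports CoA release over 20 min at room temperature.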
* = called active by the depositor; ? = inconclusive; & = joins results of further samples; [ ] = remark or other dose. % is set by controls: 0 for no effect and ±100 for the full control effect; potency is the fitted concentration of half-maximal effect. This is a subset; the hit share may differ from the screen's.

GCN5L2 inh	SMILES
-8%	CCOc1ccc(CCNC(=O)c2cc3c(s2)-c2ccccc2OC3)cc1OCC
-2%	CCC(C)C(=O)OC1CCC=C2C=CC(C)C(CCC3CC(O)CC(=O)O3)[C@@H]21 (stereo partly drawn)
12%	C=C1C(=O)OC(CCCCCCCC)C1C(=O)O (stereo not drawn)
-9%	Cc1nc(C)c(C)nc1C
-6%	Cc1ccc(C)c(N2CCN(S(=O)(=O)c3ccc4c(c3)CCC(=O)N4)CC2)c1
-4%	CNCCCOc1ccc(C(C)(C)c2ccccc2)cc1
2%[21.4 µM]	COc1cc([C@H]2c3cc4c(cc3[C@@H](O)[C@@H]3COC(=O)[C@H]23)OCO4)cc(OC)c1OC
-6%	Nc1c(C(=O)NCCc2ccc(Cl)cc2)sc2ccc(S(=O)(=O)N3CCCCC3)cc12
12%	CCSCc1nnc(SCC(=O)Nc2nc(C)cs2)n1C
21%	Cc1nc(N2CCN(c3ccccc3)CC2)[nH]c(=O)c1Cc1cccc2ccccc12
?	CCC(C)CC(C)CC(C)C(=O)/C=C(/O)C(C)CC(C)C/C=C/C(C)C(O)C(C)C(O)CC1CCC(C)(C)O1 (stereo not drawn)
36%[activator]	O=C(O)c1ccc(CCN2CCN(CC=Cc3ccc(Cl)cc3)CC2)cc1
?	CCCCn1c(=S)[nH]c2ccc(N3CCOCC3)cc2c1=O
-1%	O=C(C1=C[C@H](c2ccccc2)C[C@H](OCc2ccc(CO)cc2)O1)N1CCCCCCC1
-16%	Cc1cccc(NC(=O)C2CCCN2S(=O)(=O)c2cccc3cccnc23)c1 (stereo not drawn)
-8%[21.4 µM]	CCC(=O)O[C@@H]1[C@H](C)O[C@H](O[C@H]2[C@@H](N(C)C)[C@H](O)[C@@H](O[C@@H]3[C@@H](CC=O)C[C@@H](C)[C@@H](O)/C=C\C=C/C[C@@H](C)OC(=O)C[C@@H](OC(=O)CC)[C@H]3OC)O[C@H]2C)C[C@]1(C)O
-9%	COc1ccc(-c2csc(NC(=O)COC(=O)Cc3ccc(Cl)cc3Cl)n2)cc1
-19%	CC(C)ON(CC(=O)NO)S(=O)(=O)c1ccc(-c2ccccc2)cc1
5%	O=S(=O)([O-])CCC[n+]1c(/C=C\Nc2ccccc2)oc2ccc(-c3ccccc3)cc21
5%[21.4 µM]	C[C@@H](CNC1CCCCC1)OC(=O)c1ccccc1
2%	CC(=O)NC(c1ccco1)c1cc(Br)c2cccnc2c1O (stereo not drawn)
-10%	CCCC(=O)N(c1ccc2oc3c(c2c1)CCCC3)S(=O)(=O)c1ccc(CC)cc1
-8%	COc1ccccc1-c1nn2c(-c3ccccc3Cl)nnc2s1
-9%[88.6 µM]	COc1ccccc1CNC(=O)c1cccc(-c2ccc(C)c3ccccc23)n1
-1%	COc1ccc(-c2ccc3oc(-c4ccsc4)c(-c4ccc(Br)nc4)c3c2)cc1
1.8µM*	O=C(O)c1cc(O)c2c(c1)[C@H]([C@H]1c3cc(C(=O)O)cc(O)c3C(=O)c3c(O[C@@H]4OC(CO)C(O)C(O)C4O)cccc31)c1cccc(O[C@@H]3OC(CO)C(O)C(O)C3O)c1C2=O (stereo partly drawn)
-18%	OC[C@@H]1OC(O)[C@@H](O)[C@H](O)[C@@H]1O (stereo partly drawn)
-4%	COc1ccc2c(c1)O[C@@H](c1cccc(C(F)(F)F)c1)[C@H](O)C2=O
-5%	COc1ccc(C2=Nn3c(nnc3-c3ccccc3Cl)SC2)cc1OC1CCOC1 (stereo not drawn)
-2%	COC(=O)c1c(N)n(-c2ccc(N3CCOCC3)cc2)c2nc3ccccc3nc12

Molecules above that contain a Cl atom:
GCN5L2 inh	SMILES
-6%	Nc1c(C(=O)NCCc2ccc(Cl)cc2)sc2ccc(S(=O)(=O)N3CCCCC3)cc12
36%[activator]	O=C(O)c1ccc(CCN2CCN(CC=Cc3ccc(Cl)cc3)CC2)cc1
-9%	COc1ccc(-c2csc(NC(=O)COC(=O)Cc3ccc(Cl)cc3Cl)n2)cc1
-8%	COc1ccccc1-c1nn2c(-c3ccccc3Cl)nnc2s1
-5%	COc1ccc(C2=Nn3c(nnc3-c3ccccc3Cl)SC2)cc1OC1CCOC1 (stereo not drawn)

3 compounds from above, sorted by formula weight, ascending.
GCN5L2 inh	SMILES
-8%	COc1ccccc1-c1nn2c(-c3ccccc3Cl)nnc2s1
-9%[88.6 µM]	COc1ccccc1CNC(=O)c1cccc(-c2ccc(C)c3ccccc23)n1
-2%	CCC(C)C(=O)OC1CCC=C2C=CC(C)C(CCC3CC(O)CC(=O)O3)[C@@H]21 (stereo partly drawn)

(further entries)
GCN5L2 inh	SMILES
37%[activator]	c1cc(CN2CCCNCCNCCCNCC2)ccc1CN1CCCNCCNCCCNCC1
45%[activator]	COc1ccccc1/C=N/NC(=Nc1ccc(C)cc1)c1nc2ccccc2s1
-10%	CC1(C)CC(=O)C2=C(C1)NC(=O)CC2C(=O)NCc1ccc(F)cc1 (stereo not drawn)
-13%	Cc1ccc(S(=O)(=O)NCCC(=O)N2CCCCC2)cc1
4%	Cn1c(N2CCN(C(=O)C34CC5CC(CC(C5)C3)C4)CC2)nc2ccccc21
-4%	Cc1cc(Oc2ccccc2)nc2ccc(O)cc12
-12%	COC(=O)c1c(-c2ccc(OC)cc2)sc2ccccc12
-1%	CC(C)=CCC/C(C)=C/CC(C)(C)CNCCN1CCNCC1
-7%	CCOc1ccc(CCN2C(=O)C(=O)N([C@H](CCCN(C)Cc3ccccc3)CNCc3ccccc3)C[C@@H]2C(C)C)cc1
-24%	CC1(C)[C@@H](O)CC[C@]2(C)C3C(O)C=C4[C@H]5C[C@@](C)(C(=O)O)CC[C@]5(C)CC[C@]4(C)[C@]3(C)CC[C@@H]12 (stereo partly drawn)
1%	COC(=O)c1[nH]c2ccccc2c1NC(=O)CCN1CCN(C2CCCCC2)CC1
-9%	CCC(C)n1c(=N)c(S(=O)(=O)c2ccccc2)cc2c(=O)n3ccccc3nc21 (stereo not drawn)
3%	CC(O)(c1ccc(Cl)cc1)c1ccc(Cl)cc1
-1%	COc1ccc(OC)c(N=C2SCCCN2C(=O)c2ccc(N3C(=O)CCC3=O)cc2)c1
0%	O=C(O)COc1cccc2c1CCC=C2CCO/N=C(\c1ccccc1)c1cccnc1
-4%	Cc1ccc(C(=O)COC(=O)c2cnccn2)cc1C
-6%	CC(C)c1ccc(NC(=O)CSc2nc3c(c(=O)[nH]2)CCC3)cc1
?	CCOC(=O)C1=C([Si](C)(C)C)c2ccccc2N(S(=O)(=O)C(F)(F)F)C1C(=O)OCC (stereo not drawn)
-7%	Cc1ccc(-c2nc3ccccc3n3c(C)nnc23)cc1
15%	CC(O)[C@@H]1NC(=O)[C@H](CCCN)NC(=O)[C@@H](Cc2c[nH]c3ccccc23)NC(=O)[C@H](Cc2ccc(O)cc2)NC(=O)[C@@H](NC(=O)[C@H](N)Cc2ccccc2)CSSC(C)(C)C(C(=O)N[C@H](C(N)=O)[C@@H](C)O)NC1=O (stereo partly drawn)
-2%	CCOc1cc(S(=O)(=O)NCc2ccccn2)c(C)cc1C
-14%&-10%	c1csc(CNc2ncnc3ccc(-c4ccc5c(c4)OCCO5)cc23)c1
-12%	Cn1c(=O)c2[nH]c(N3CCN(c4ccccn4)CC3)nc2n(C)c1=O
-7%	CCCCNC(=O)C(c1ccc(-c2ccccc2)cc1)N(CCN1CCOCC1)C(=O)CCCCCN1C(=O)NC(c2ccc([N+](=O)[O-])cc2)C(C(=O)OCc2ccccc2)=C1C (stereo not drawn)
0%	Cc1ccc2nc(NC3=NCN(C4CCCCC4)CN3)nc(C)c2c1
-20%[21.4 µM]	NC[C@@H]1O[C@H](O[C@H]2[C@H](O)[C@H](O[C@@H]3O[C@H](CO)[C@@H](O)[C@H](N)[C@@H]3O)[C@@H](N)C[C@H]2N)[C@@H](O)[C@H](O)[C@@H]1O
-4%	CC1(C)Oc2ccc(/C=C/C(=O)N3CCOCC3)c(O)c2C(N2CCOCC2)C1O (stereo not drawn)
?	O=c1c(O)c(-c2cc(O)c(O)c(O)c2)oc2cc(O)ccc12
?	Cc1oc2c(c(C)cc3oc(=O)c(CC(=O)NCC(=O)NCC(=O)O)c(C)c32)c1C
-1%	CCOC(=O)C1(CC2CC2)CCN(Cc2ccc(O)c(Cl)c2)CC1
-6%	CCOC(=O)/C=c1\s/c(=C\c2sccc2C)c(=O)n1CC(=O)NCc1ccc(C)cc1
-5%	COc1ccc(-c2nc3ccccc3n2Cc2ccc(C(C)C)cc2)cc1
0%	CCCCn1c(=S)[nH]c2c(oc3ccc(Cl)cc32)c1=O
-1%	O=C(NCc1cc(C(F)(F)F)ccc1Cl)c1cccc2c1C(=O)c1ccc(-c3ccc(OC(F)(F)F)cc3)cc1S2(=O)=O
-1%	O=C(O)c1cc(-c2ccncc2)nc2ccc(F)cc12
27%	Cc1cccc(N(CC(=O)NCCSc2nc3ccccc3s2)S(=O)(=O)c2ccccc2)c1
-17%	COc1ccc(C(=O)Nc2ccc3oc(-c4ccc(F)cc4Cl)nc3c2)cc1
-14%	COc1ccc(-c2cc(C(F)(F)F)nc(SCC(=O)Nc3ccc(O)cc3)n2)cc1OC
-11%	Cc1cc(C(=O)CN2C(=O)NC3(CCCc4ccccc43)C2=O)c(C)n1Cc1ccco1 (stereo not drawn)
-3%	O=C(NC(=O)c1ccccc1)Nc1ccccn1
-5%	NC(=O)C(=CNc1nc(-c2ccc(Cl)c(Cl)c2)cs1)C(N)=O
-2%	C#CCOCCOCCOCCNc1nc(N2CCN(C(=O)[C@H](CCC(=O)O)n3cc(C(N)CO)nn3)CC2)nc(N2CCN(C(=O)[C@H](Cc3ccc(O)cc3)n3cc(C(N)CC(C)C)nn3)CC2)n1 (stereo partly drawn)
0%	O=C(Cc1c[nH]c2ccccc12)Nc1cccc(S(=O)(=O)N2CCCCC2)c1
-3%	Fc1ccccc1/C=C1\CCCC2=C1Nc1ncnn1C2c1ccccc1F (stereo not drawn)
-4%	Cc1cc(C)c2oc(-c3cccc(NC(=O)c4cccc(F)c4)c3C)nc2c1
22%	O=C(NCCc1ccccc1)c1ccccc1NC(=O)C1CCCCC1C(=O)O (stereo not drawn)
-12%	N#Cc1c(-c2ccccc2)cc(-c2ccco2)c(C#N)c1N
-1%	Cc1ccc(C)c(N2CCN(S(=O)(=O)c3ccc(C4CCCCC4)cc3)CC2)c1
-29%	OCCCc1nc2n(n1)C(c1cccs1)C=C(c1ccccc1)N2 (stereo not drawn)
-12%	C[C@H]1CN(S(=O)(=O)c2c(F)cccc2F)CCN1S(=O)(=O)c1ccc2c(c1)OCCO2
-2%	O=C(NCC(=O)N(c1cccnc1)C(C(=O)NC1CCCC1)c1ccc(F)cc1)c1ccco1 (stereo not drawn)
-14%	Cc1ccccc1SCCNC(=O)CCc1ccccc1
-5%	C#CCOCCOCCOCCNc1nc(N2CCN(C(=O)[C@H]([C@@H](C)CC)n3cc([C@@H](N)Cc4ccc(O)cc4)nn3)CC2)nc(N2CCN(C(=O)[C@H](CCCCN)n3cc([C@@H](N)CC(C)C)nn3)CC2)n1
1%&-4%	CC(=O)NC(C)c1cc(Cl)c2cccnc2c1O (stereo not drawn)
-1%	CCOC(OCC)c1cn(Cc2ccc3c(c2)C(=O)c2ccccc2C3=O)nn1
-7%	C[C@@H](C(=O)Nc1ccc2ccccc2c1)[C@H]1C[C@]1(C)[C@H](NP(=O)(c1ccccc1)c1ccccc1)c1ccccc1
-16%	COc1ccc(-c2nc(-c3cccc(C)c3)nc(Cl)c2C#N)cc1
-27%	CCCN1C(=O)/C(=C/c2ccc(C)o2)NC1=S
-3%	O=C(CCn1cnnn1)Nc1cc(C(F)(F)F)cc(C(F)(F)F)c1
-7%	COC(=O)[C@@H](NC(=O)O[C@H]1C(=O)c2ccc(OC)cc2O[C@@H]1c1ccc2c(c1)OCO2)C(C)C

More compounds:
GCN5L2 inh	SMILES
?	OCCN1CCN(CCC=C2c3ccccc3Sc3ccc(Cl)cc32)CC1
45%[activator]	CC[C@H](C)[C@H](NC(=O)[C@H](CCCNC(=N)N)NC(=O)[C@@H]1CCCN1C(=O)[C@H](Cc1ccccc1)NC(=O)[C@H](Cc1cnc[nH]1)NC(=O)[C@H](CCCNC(=N)N)NC(=O)[C@@H](NC(=O)[C@H](C)NC(=O)[C@H](CCC(=O)O)NC(=O)[C@H](CC(N)=O)NC(=O)[C@@H](N)CCCCN)C(C)C)C(=O)N[C@@H](Cc1c[nH]c2ccccc12)C(=O)N[C@@H](CC(C)C)C(=O)O
-2%	CCCNc1nc2c(c(=O)n(C)c(=O)n2C)n1CC(O)COc1ccccc1 (stereo not drawn)
-7%	Cc1cc(C2=CC(C)(c3cc(C)oc3C)Nc3nc(C(F)(F)F)nn32)c(C)o1 (stereo not drawn)
-4%	COc1cc(C2c3c(oc4ccc(C)cc4c3=O)C(=O)N2c2cc(C)ccn2)cc(OC)c1OC (stereo not drawn)
-14%	CN(C)C1(CNC(=O)COc2cccc(Cl)c2)CCCCC1
0%	Cc1ccc(OCc2nnc(NC(=O)OCC(C)C)s2)c(C)c1
-13%[12.7 µM]	COc1cc2c(cc1OC)[C@@H]1O[C@](c3ccsc3)(C2)Oc2cc(C)n(-c3ccccc3)c(=O)c21
0%	COc1ccc(Cl)cc1Nc1nc(-c2sc(NC(=O)c3ccccc3)nc2C)cs1
-3%	COc1cc(N/C=C(\C(C)=O)c2ccccc2)cc(OC)c1

An excerpt from above in order of the GCN5L2 inh value, low to high:
GCN5L2 inh	SMILES
-12%	N#Cc1c(-c2ccccc2)cc(-c2ccco2)c(C#N)c1N
-7%	CCOc1ccc(CCN2C(=O)C(=O)N([C@H](CCCN(C)Cc3ccccc3)CNCc3ccccc3)C[C@@H]2C(C)C)cc1
-2%	O=C(NCC(=O)N(c1cccnc1)C(C(=O)NC1CCCC1)c1ccc(F)cc1)c1ccco1 (stereo not drawn)

Screening results as filed in PubChem.
